Screening data as filed in PubChem BioAssay.
Eya2 inh = inhibitors of human Eya2 phosphatase activity | Potency, µM (top dose mostly 76.9 µM), inactives show at the highest dose activity, negative = inhibition, actives largely listed as inhibitors | hit rate 0.006% among 330,000 | AID 488837 | recombinant Eya2, OMFP fluorescence dephosphorylation (OMFP is methylfluorescein phosphate) | O00167; note: potency is the fitted concentration of half-maximal effect; % is set by controls: 0 for no effect and ±100 for the full control effect
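Eya2 (0.2 uM) preincubated 10 min at ambient with compound, then OMFP substrate added at 50 uM; 10 min reaction in 50 mM HEPES pH 7.5, 50 mM NaCl, 5 uM MgCl2, 0.05% BSA, 1 mM DTT. Fluorescence read at Ex 485/Em 525 nm.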
Integrin act MD = integrin-mediated muscular dystrophy alleviation activation. alpha7betagal myoblasts, beta-gal FDG fluorescence, 48 h. Potency, µM (series often up to 38.3 µM), for the others: at the top dose activation, usual class: activators. hit rate 0.064% among 350,000. AID 624291;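 note: potency is the fitted concentration of half-maximal effect; 100% = response of the positive control SU9516; nearly all actives have a fitted effect of over 60% in size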
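alpha7betagal+/- myoblasts (passage 13, 250/well) treated 48 h at 37C with compounds at 1:260 dilution of DMSO stock. Lysed, then beta-galactosidase activity read as FDG fluorescence (ex 480/em 540) after 30 min, with pre-read for autofluorescence.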
p53 reactivation = mutant p53 re-activation in reporter cells. hit rate 0.063% among 320,000. Potency, µM (titrated, usually from 92.2 µM), for inactives: at the highest dose activity change, positive = activation, actives largely listed as activators. H1299 p53-A138V BP100-luciferase reporter, luminescence, 24 h. AID 504706; note: potency is the fitted concentration of half-maximal effect; % of control where 0% means no effect; nearly all actives have a fitted effect of over 45% in size
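p53-null H1299 cells stably carrying temperature-sensitive p53-A138V and a BP100-luciferase reporter were pinned with compounds (4-point, 1:5 series) and held 24 hrs at 37 deg C. Luminescence was read 10 min after detection reagent.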
ELG1 genotoxic = genotoxicity induction in ELG1-luciferase HEK293T cells | HEK293T ELG1-luciferase reporter, luminescence, 16 h | Potency, µM (series often up to 46 µM), without a hit: at the highest dose activity change, positive = activation, actives largely listed as activators | hit rate 1.3% among 330,000 | AID 504466; note: potency is the fitted concentration of half-maximal effect; % of control where 0% means no effect; nearly all actives have a fitted effect of over 60% in size
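Screening used a luciferase reporter fused to human ELG1 in HEK293T cells. Luminescence was read on a CCD plate imager after 16 hr exposure and 30 min ONE-Glo incubation.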
B2AR arrestin = agonists driving beta-arrestin recruitment to human beta2-adrenergic receptor. P07550. beta-arrestin recruitment to beta2AR, cell-based reporter. Potency, µM (highest dose often 46.1 µM), without a hit: at the highest dose activation, most hits filed as activators. hit rate 0.02% among 330,000;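 note: potency is the fitted concentration of half-maximal effect; 0% = DMSO controls and full agonism = EC100 isoproterenol or metaproterenol; nearly all actives have a fitted effect of over 65% in size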
TRPV1 ag = human TRPV1 agonism; TRPV1-expressing cells, Fluo-8 calcium influx, agonist mode; activation, % at 8.33 µM; hit rate 0.19% among 320,000; AID 540275; in the data active = activation above about 80%; inconclusive = between about 30% and that limit; note: 0% is about no effect
Target sequence (Q8NER1 whole entry, looked up): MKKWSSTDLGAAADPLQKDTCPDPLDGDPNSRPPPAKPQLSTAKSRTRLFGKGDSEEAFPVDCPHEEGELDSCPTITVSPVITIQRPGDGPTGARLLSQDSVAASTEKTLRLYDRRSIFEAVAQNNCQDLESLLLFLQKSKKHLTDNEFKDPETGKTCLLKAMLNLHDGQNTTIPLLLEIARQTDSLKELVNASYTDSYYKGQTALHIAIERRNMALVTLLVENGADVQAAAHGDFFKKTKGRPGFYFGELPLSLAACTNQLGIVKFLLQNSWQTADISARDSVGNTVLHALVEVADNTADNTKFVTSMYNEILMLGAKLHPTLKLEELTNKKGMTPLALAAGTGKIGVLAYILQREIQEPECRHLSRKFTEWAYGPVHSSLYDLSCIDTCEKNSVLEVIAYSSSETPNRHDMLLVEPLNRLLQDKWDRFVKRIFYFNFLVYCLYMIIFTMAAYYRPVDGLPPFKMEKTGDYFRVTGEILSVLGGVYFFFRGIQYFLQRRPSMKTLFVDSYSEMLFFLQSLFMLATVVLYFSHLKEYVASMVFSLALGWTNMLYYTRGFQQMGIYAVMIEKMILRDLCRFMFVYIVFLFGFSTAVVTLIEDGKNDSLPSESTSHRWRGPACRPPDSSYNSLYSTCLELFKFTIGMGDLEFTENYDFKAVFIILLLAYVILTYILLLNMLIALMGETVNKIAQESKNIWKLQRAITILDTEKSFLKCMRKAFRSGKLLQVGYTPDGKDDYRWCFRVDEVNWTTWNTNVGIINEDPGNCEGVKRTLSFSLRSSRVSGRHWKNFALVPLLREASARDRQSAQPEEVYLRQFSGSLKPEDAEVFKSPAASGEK
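Fluo-8 calcium influx in TRPV1-expressing cells, kinetic read (ex 480/em 520 nm). Compound added and read 3 min for agonist activity, followed by capsaicin at EC20 final and 2 min further read for enhancement.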
uPA generation = inhibitors of cell surface uPA generation. cell surface uPA generation assay, qHTS. Potency, µM (highest dose often 38.3 µM), without a hit: at the top dose activity change, negative = inhibition, actives largely listed as inhibitors. hit rate 0.31% among 330,000; active = well fitted inhibition curve with a large enough effect; inconclusive = small, poorly fitted or top-dose-only effect; inactive = no such curve, though single readings can be large or run the other way; tested in mouse RAW 264.7 cells; note: potency is the fitted concentration of half-maximal effect; % is set by controls: 0 for no effect and ±100 for the full control effect; nearly all actives have a fitted effect of over 55% in size
S-ASM inh = blocks human secretory acid sphingomyelinase | P17405 | Potency, µM (titrated, usually from 57.5 µM), for the others: top-dose activity change, negative = inhibition, most hits filed as inhibitors | hit rate 0.006% among 340,000 | placental ASM, HMU-PC fluorogenic substrate, 60 min; note: potency is the fitted concentration of half-maximal effect
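Human placenta-derived ASM preincubated with compound 10 min at room temperature, then reacted with 9 uM (final) fluorogenic HMU-PC substrate for 60 min at 37 C. Stop solution raises pH to 10; fluorescence read at Ex 386/Em 447 nm.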
BRCA1 expr act = increases BRCA1 expression | MCF7-BRCA1-FFLuc reporter, luminescence, 48 h; response scale: scaled: vehicle 0%, 10 µM genistein 100% | Potency, µM (highest dose often 46.1 µM), inactives show top-dose activation, most hits filed as activators | hit rate 1.1% among 380,000; note: potency is the fitted concentration of half-maximal effect; nearly all actives have a fitted effect of over 80% in size; some results filed as inactive show a strong effect at the top dose
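MCF7-BRCA1-FFLuc cells, 2000/well in phenol-red-free MEM, attached 2 h then treated 48 h at 37 C. Luciferase luminescence read 15 min after reagent; normalized to genistein maximum activation (10microM) and DMSO, concentration-response fitted.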
USP2a inh = USP2a (human) protease inhibition | USP2 core, Ub-CHOP2 coupled fluorogenic reporter, 485/531 | Potency, µM (titrated, usually from 38.3 µM), inactives show at the top dose activity change, negative = inhibition, most hits filed as inhibitors | hit rate 0.01% among 330,000 | AID 463254;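 note: potency is the fitted concentration of half-maximal effect; plate controls were DMSO wells for no effect and full inhibition by NEM control for full effect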
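Cell-free coupled assay: 10nM USP2 core preincubated 30min RT with compound in Tris-HCl pH 8.0/CaCl2/CHAPS buffer, then 25nM Ub-CHOP2 and 25nM reporter substrate; fluorescence (Ex 485/Em 531) read after 60min RT, normalized to NEM inhibition, concentration-response curves fitted.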
PTAP TSG101 blk = blocks PTAP/TSG101 interaction to inhibit HIV-1 budding; AID 493005; Q99816; 340,000 tested, under 10 active; Fluorescence polarization, FITC-PTAP peptide / Tsg101 binding; Potency, µM (top dose mostly 115 µM), without a hit: top-dose activity change, negative = inhibition, actives largely listed as inhibitors; active = well fitted inhibition curve with a large enough effect in the main read-out, with a control signal flat, not every such curve was filed as active; inconclusive = small, poorly fitted or top-dose-only effect, or effect the other way, or a change in a side signal; inactive = no such curve, though single readings can be large or run the other way; note: potency is the fitted concentration of half-maximal effect; % of control where 0% means no effect
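Fluorescence polarization binding of Tsg101 binding domain (10 uM final) to FITC-labeled PTAP peptide (50 nM final) in HEPES pH 7.5 buffer with NaCl, Tween 20, EDTA, TCEP. Compounds added before peptide; binding 20 min at RT.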
An asterisk follows results filed as active; [ ] = dose if it differs, or a comment. Unless noted, calls come from the whole dose curve; as a rule, active = well fitted curve in the direction sought with a large enough effect; inconclusive = small, poorly fitted or top-dose-only effect, or another doubt; inactive = no such curve, though single readings can be large; an effect the other way counts as inactive or inconclusive.

What do the screens show for `O=[N+]([O-])c1ccccc1N/N=C1\CCc2ccccc21`?
Eya2 inh: 7%; Integrin act MD: -17%; p53 reactivation: inconclusive; ELG1 genotoxic: inconclusive; B2AR arrestin: 0.2%; TRPV1 ag: -1; uPA generation: 0%; S-ASM inh: -2%; BRCA1 expr act: 40%; USP2a inh: 9%; PTAP TSG101 blk: -2%

Results for Cc1ccn2cc(-c3ccc(S(=O)(=O)N4CCOCC4)cc3)nc2c1 ?
Eya2 inh: 34%; p53 reactivation: 10%; ELG1 genotoxic: 7%; B2AR arrestin: 4.0%; TRPV1 ag: -1; USP2a inh: 0%

What do the screens show for `O=C(COC(=O)c1ccc[nH]c1=O)NC1CCCc2ccccc21` (stereo not drawn)?
Eya2 inh: 4%; Integrin act MD: 18%; p53 reactivation: -1%; ELG1 genotoxic: 0%; B2AR arrestin: -0.3%; TRPV1 ag: 1; uPA generation: 3%; S-ASM inh: 1%; BRCA1 expr act: 7%; USP2a inh: -1%; PTAP TSG101 blk: 0%

How did COc1ccc(NC(=O)c2ccc(OC)cc2)cc1 do in these assays?
Eya2 inh: -4%; Integrin act MD: 32%; p53 reactivation: inconclusive; ELG1 genotoxic: inconclusive; B2AR arrestin: 0.0%; TRPV1 ag: inconclusive; uPA generation: -7%; S-ASM inh: 1%; BRCA1 expr act: inconclusive; USP2a inh: 0%; PTAP TSG101 blk: -2%

What do the screens show for `COc1cccc(OC)c1C1=CC(=O)C[C@H](c2ccc3c(c2)OCO3)C1`?
Eya2 inh: 1%; Integrin act MD: -15%; p53 reactivation: -11%; ELG1 genotoxic: -1%; B2AR arrestin: -0.4%; TRPV1 ag: 4; uPA generation: inconclusive; S-ASM inh: -5%; BRCA1 expr act: -55%; USP2a inh: -11%; PTAP TSG101 blk: -4%

Results for CN(C(=O)c1cccc(C#N)c1)c1nnc(-c2cnccn2)s1 ?
Eya2 inh: -7%; Integrin act MD: -16%; p53 reactivation: -5%; ELG1 genotoxic: 3%; B2AR arrestin: -1.9%; TRPV1 ag: -3; uPA generation: 6%; S-ASM inh: -3%; BRCA1 expr act: -6%; USP2a inh: 0%; PTAP TSG101 blk: -3%

Results for COC(=O)[C@@]1(Cc2ccc(OC)cc2)[C@H]2c3cc(C(=O)N(C)C)n(CCSCCO)c3C[C@H]2CN1C(=O)c1ccccc1 ?
Eya2 inh: 7%; Integrin act MD: -5%; p53 reactivation: -10%; ELG1 genotoxic: -1%; B2AR arrestin: -1.9%; TRPV1 ag: -1; uPA generation: -3%; S-ASM inh: -1%; BRCA1 expr act: 6%; USP2a inh: 4%; PTAP TSG101 blk: 2%

What do the screens show for `CCN(CC)C(=O)CN1C(=O)C2(NC(=O)c3ccccc3N2)c2ccccc21` (stereo not drawn)?
Eya2 inh: -10%; Integrin act MD: -24%; p53 reactivation: 2%; ELG1 genotoxic: 0%; B2AR arrestin: 0.2%; TRPV1 ag: -1; uPA generation: 13%; S-ASM inh: 163%[activator]; BRCA1 expr act: -7%; USP2a inh: 3%; PTAP TSG101 blk: -5%

How did Brc1ccc(CSc2ccc3nnc(-c4ccccn4)n3n2)cc1 do in these assays?
Eya2 inh: -9%; Integrin act MD: 3%; p53 reactivation: -1%; ELG1 genotoxic: -10%; B2AR arrestin: -0.3%; TRPV1 ag: -4; uPA generation: -3%; S-ASM inh: -14%; BRCA1 expr act: -40%; USP2a inh: 1%; PTAP TSG101 blk: -6%

Results for Cc1cc(C)c(C)c(C(=O)COC(=O)CNC(=O)CNC(=O)c2ccco2)c1C ?
Eya2 inh: 3%; Integrin act MD: inconclusive; p53 reactivation: 4%; ELG1 genotoxic: 3%; B2AR arrestin: -0.1%; TRPV1 ag: 4; uPA generation: 3%; S-ASM inh: -1%; BRCA1 expr act: -19%; USP2a inh: 2%; PTAP TSG101 blk: 1%

Overlap with the part before: 2 entries, followed by the next part.
How did Brc1ccc(CSc2ccc3nnc(-c4ccccn4)n3n2)cc1 do in these assays?
Eya2 inh: -9%; Integrin act MD: 3%; p53 reactivation: -1%; ELG1 genotoxic: -10%; B2AR arrestin: -0.3%; TRPV1 ag: -4; uPA generation: -3%; S-ASM inh: -14%; BRCA1 expr act: -40%; USP2a inh: 1%; PTAP TSG101 blk: -6%

Results for Cc1cc(C)c(C)c(C(=O)COC(=O)CNC(=O)CNC(=O)c2ccco2)c1C ?
Eya2 inh: 3%; Integrin act MD: inconclusive; p53 reactivation: 4%; ELG1 genotoxic: 3%; B2AR arrestin: -0.1%; TRPV1 ag: 4; uPA generation: 3%; S-ASM inh: -1%; BRCA1 expr act: -19%; USP2a inh: 2%; PTAP TSG101 blk: 1%

How did O=C(/C=C/Nc1ccccc1Oc1ccccc1)c1ccco1 do in these assays?
Eya2 inh: -10%; Integrin act MD: -2%; p53 reactivation: 23%; ELG1 genotoxic: 0%; B2AR arrestin: -1.1%; TRPV1 ag: inconclusive; uPA generation: 0%; S-ASM inh: 58%[activator]; BRCA1 expr act: 0%; USP2a inh: -2%; PTAP TSG101 blk: 0%

What do the screens show for `O=C1c2cccnc2Nc2ccccc2N1CCCF`?
Eya2 inh: -17%; Integrin act MD: -18%; p53 reactivation: -3%; ELG1 genotoxic: -6%; B2AR arrestin: -0.8%; TRPV1 ag: 7; uPA generation: 3%; S-ASM inh: -4%; BRCA1 expr act: -8%; USP2a inh: -1%; PTAP TSG101 blk: -2%

How did CCc1ccc(CNCc2ccc(OCC(O)CN(C)Cc3ccccc3)cc2)nc1 (stereo not drawn) do in these assays?
Eya2 inh: -9%; Integrin act MD: -50%[inhibitor]; p53 reactivation: -3%; ELG1 genotoxic: -8%; B2AR arrestin: -0.5%; TRPV1 ag: 0; uPA generation: -9%; S-ASM inh: 3%; BRCA1 expr act: -34%; USP2a inh: 0%; PTAP TSG101 blk: -1%

Results for COc1ccc(NC(=O)c2cc(C)on2)cc1 ?
Eya2 inh: 10%; Integrin act MD: inconclusive; p53 reactivation: inconclusive; ELG1 genotoxic: inconclusive; B2AR arrestin: 0.0%; TRPV1 ag: 13; uPA generation: inconclusive; S-ASM inh: 4%; BRCA1 expr act: 7.1µM*; USP2a inh: 0%; PTAP TSG101 blk: -1%

How did Cn1c(SCC(=O)NCc2cccs2)nnc1-c1cccs1 do in these assays?
Integrin act MD: -16%; TRPV1 ag: -3; uPA generation: 4%; S-ASM inh: -2%; BRCA1 expr act: 0%; PTAP TSG101 blk: -8%

What do the screens show for `C/C(=N\NS(=O)(=O)c1ccccc1)c1ccccc1`?
Eya2 inh: 0%; Integrin act MD: 1%; p53 reactivation: -1%; ELG1 genotoxic: 2%; B2AR arrestin: 0.3%; TRPV1 ag: -1; uPA generation: -1%; S-ASM inh: 5%; BRCA1 expr act: -14%; USP2a inh: -1%; PTAP TSG101 blk: -6%

How did Cc1ccc(NC(=O)c2ccc3nsnc3c2)c(C)c1 do in these assays?
Eya2 inh: -2%; Integrin act MD: 11%; p53 reactivation: inconclusive; ELG1 genotoxic: inconclusive; B2AR arrestin: -0.2%; TRPV1 ag: inconclusive; uPA generation: -6%; S-ASM inh: -6%; BRCA1 expr act: inconclusive; USP2a inh: 4%; PTAP TSG101 blk: 0%

Results for O=C(Nc1ccccc1OC(F)(F)F)c1ccc([N+](=O)[O-])cc1 ?
Eya2 inh: -1%; Integrin act MD: 0%; p53 reactivation: 5%; ELG1 genotoxic: 1%; B2AR arrestin: 0.1%; TRPV1 ag: -4; uPA generation: 1%; S-ASM inh: -1%; BRCA1 expr act: -16%; USP2a inh: 4%; PTAP TSG101 blk: -5%

Results for O=C(CNC(=O)c1ccccc1F)N/N=C/c1ccc2c(c1)OCO2 ?
Eya2 inh: 4%; Integrin act MD: -28%; p53 reactivation: 18%; ELG1 genotoxic: inconclusive; B2AR arrestin: -0.7%; TRPV1 ag: 3; uPA generation: 4%; S-ASM inh: 10%; BRCA1 expr act: inconclusive; USP2a inh: 1%; PTAP TSG101 blk: -7%

What do the screens show for `CNC(=S)NN(C)c1nc(C)cc(C)n1`?
Eya2 inh: -1%; Integrin act MD: 1%; p53 reactivation: -4%; ELG1 genotoxic: -1%; B2AR arrestin: 0.0%; TRPV1 ag: -7; uPA generation: 3%; S-ASM inh: 5%; BRCA1 expr act: -1%; USP2a inh: 3%; PTAP TSG101 blk: 4%

What do the screens show for `C/C=C/C=C/C(=O)N1CC2(CC(c3cccc(NC(=O)/C=C/C)c3)=NO2)C[C@@H]1C(N)=O` (stereo partly drawn)?
Eya2 inh: -2%; Integrin act MD: 21%; p53 reactivation: 5%; ELG1 genotoxic: 5%; B2AR arrestin: -0.4%; TRPV1 ag: 8; uPA generation: 20%; S-ASM inh: 0%; BRCA1 expr act: 1%; USP2a inh: 9%
